yeast mlh1 rad18 = NCI yeast anticancer drug screen, S. cerevisiae mlh1 rad18 strain; % growth inhibition at 50 µM; 79,000 compounds, 11% hits; AID 175, 2004;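 note: 0% = growth of vehicle-only cultures of the same strain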
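Genetically defined yeast (DNA repair-deficient) exposed to compounds; growth inhibition determined relative to vehicle.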
cln2 rad14 = NCI yeast anticancer drug screen, S. cerevisiae cln2 rad14 strain; % growth inhibition at 50 µM; 78,000 compounds, 8.3% hits;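 note: 0% = growth of vehicle-only cultures of the same strain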
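Growth inhibition, relative to vehicle-treated controls, is the read-out. The test organism is a yeast strain with defined genetic alterations, cln2 rad14.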
mec2-1 = NCI yeast anticancer drug screen, S. cerevisiae mec2-1 strain | 79,000 compounds, 9% hits | growth inhibition, % at 50 µM;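 note: 0% = growth of vehicle-only cultures of the same strain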
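Vehicle-treated cultures served as reference for growth inhibition of compound-exposed mec2-1 yeast.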
rad50 = NCI yeast anticancer drug screen, S. cerevisiae rad50 strain. % growth inhibition at 50 µM. 79,000 compounds, 10% hits. AID 155, 2004;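 note: 0% = growth of vehicle-only cultures of the same strain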
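Compounds were tested on a yeast strain with an engineered DNA damage repair alteration; the reported value is growth inhibition normalised to vehicle treatment.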
sgs1 mgt1 = NCI yeast anticancer drug screen, S. cerevisiae sgs1 mgt1 strain; 78,000 compounds, 10% hits; growth inhibition, % at 50 µM;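 note: 0% = growth of vehicle-only cultures of the same strain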
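Yeast cells carrying a defined DNA-repair defect were exposed to test compounds. Growth inhibition was measured relative to vehicle-treated controls.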
yeast bub3 = NCI yeast anticancer drug screen, S. cerevisiae bub3 mutant strain | % growth inhibition at 50 µM | 78,000 compounds, 9.9% hits;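 note: 0% = growth of vehicle-only cultures of the same strain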
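Mutant yeast screening strain plus compound; vehicle-treated cultures serve as the 0% inhibition reference.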
An asterisk follows results filed as active; & = joins results of further samples. Cut-off read from the data, not from the text of the source: active = growth inhibition above about 70%; inactive = the rest.

SMILES	yeast mlh1 rad18	cln2 rad14	mec2-1	rad50	sgs1 mgt1	yeast bub3
Cc1ccc(S(=O)(=O)OC2CCCCC2c2cccc(Cl)c2)cc1 (centres undefined)	-0.5	1.6	-8.6	5.8	-0.8	-0.8
CCOC(=O)N(C)C(=C(F)F)C(F)(F)F	-26.1	33.6	-0.1	9.1	10.8	12.4
O=C(Nc1nc2ccc([N+](=O)[O-])cc2s1)C(=O)C(C(=O)c1ccccc1F)C1OC(=O)c2ccccc21 (centres undefined)	27.8	25.6	39.6	29.8	59.5	38.5
CCOC(=O)C(CCSC)(CCN(C)Cc1ccccc1)C(=O)OCC	-3.3	-0.9	-3.0	-23.1	-6.9	8.8
O=C(N/N=C\c1ccc(Cl)cc1Cl)C1CC1	-24.9	-19.2	-3.8	-19.8	-7.6	-19.3
NNC(=O)c1ccc(C(=O)NN)o1	-6.2	-10.2	-21.5	0.1	-12.9	-1.4
NC(=O)C1CC2CC(Cl)C1C2 (centres undefined)	-22.1	-45.0	-0.1	-0.5	-18.1	9.7
O=C1CC2CCC1(CS(=O)(=O)OCCCCOS(=O)(=O)CC13CCC(CC1=O)C3)C2	13.4	-1.4	29.6	19.0	4.0	-14.3
COC(=O)c1cc(C(=O)OC)c(CC(=O)C(=O)Nc2c(C(C)C)cccc2C(C)C)nc1CC(=O)C(=O)Nc1c(C(C)C)cccc1C(C)C	-6.8	1.8	-22.9	-18.8	-11.7	-13.1
CC(=O)OCC1OC(n2c3c(c(-c4ccc(Cl)cc4)c(C#N)c2=S)CCCC3)C(OC(C)=O)C(OC(C)=O)C1OC(C)=O (centres undefined)	40.6	2.7	7.2	-18.9	51.3	29.2
Cc1ccccc1C1SCc2nc3ccccc3n21 (centres undefined)	-25.1	75.3*	8.3	-17.1	14.7	-6.4
CCc1cc2c(oc3cc4ccccc4cc32)c(=O)[nH]1	-3.0	12.6	-11.8	-19.2	-28.5	-3.6
CCC(/C=C\C(C)=O)CC	-12.8	5.3	-25.2	-28.3	-27.6	-10.6
COc1ccc2ccc3c(O)ccc4c3c2c1OC4C (centres undefined)	16.4	3.5	26.0	17.8	33.3	17.7
O=C(Cl)CCc1ccnc2ccccc12	11.2	-8.4	3.2	0.5	4.2	2.4
Cc1ncc([N+](=O)[O-])n1CC(O)Cn1ccnc1[N+](=O)[O-] (centres undefined)	-25.1	-3.2	-11.2	-16.2	-0.9	-14.7
CC1CC(=O)Nc2nc(N)ncc21 (centres undefined)	3.9	-3.8	21.8	19.4	15.7	7.8
COC(=O)c1ccccc1NC(=O)Nc1cc(Cl)ccc1OC	88.9*	80.8*	91.2*	85.5*	90.4*	88.2*
CCCCCCCC(=O)OC	16.4	1.3	-19.9	0.7	15.1	-2.8
C/C=C\C(=O)OCC1CO1 (centres undefined)	10.1	11.7	-5.0	-1.6	0.3	11.8
CCOC(=O)Cc1nc2nn(Cc3ccccc3)cc2c(=O)[nH]1	-19.8	0.7	-63.9	-48.8	-7.0	-10.9
COc1ccc(-c2cc(-c3ccccc3)n(C3OCC(OC(C)=O)C(OC(C)=O)C3OC(C)=O)c(=S)c2C#N)cc1 (centres undefined)	32.4	4.5	18.9	12.1	-12.7	-3.6
CC(C)N(CCCCO)C(C)C	3.3	0.1	-0.3	-0.8	14.2	2.7
Cc1ccc(/C=C2\Sc3scc(-c4ccccc4)[n+]3C2=O)cc1	46.1	35.1	27.2	28.8	46.8	28.9
CCOC=Nc1ccc(-n2cnc3c(Cl)ncnc32)cc1C	-17.2	-6.2	-4.5	1.1	-16.6	-1.0
CCOc1ccc(C(CC)c2cc3c(cc2OCC)OCO3)cc1 (centres undefined)	15.2	-28.5	9.9	14.8	5.2	13.7
CC1(C#N)N=C(c2ccccc2)c2ccccc2N1C(=O)Oc1ccccc1 (centres undefined)	13.7	-24.3	-5.3	15.9	18.8	-25.3
CC(C)Cc1cc(-c2cc(CC(C)C)[nH]n2)n[nH]1	5.7	-22.6	-10.9	-45.1	-9.9	-14.6
CCN(CC)CC(O)Cn1cnc2c(SC)ncnc21 (centres undefined)	-1.9	5.5	0.6	-0.8	-3.0	4.5
CN(C)CCC(C#N)(CCC1CCCCC1)c1ccccc1 (centres undefined)	9.3	-13.5	7.7	46.9	50.0	46.0

Looked up above:
cln2 rad14, `CCN(CC)CC(O)Cn1cnc2c(SC)ncnc21` (centres undefined) stands at 5.5
cln2 rad14, `CC1CC(=O)Nc2nc(N)ncc21` (centres undefined) stands at -3.8
mec2-1, `C/C=C\C(=O)OCC1CO1` (centres undefined) stands at -5.0

Next section:
SMILES	yeast mlh1 rad18	cln2 rad14	mec2-1	rad50	sgs1 mgt1	yeast bub3
O=C(NC(CSSCC(NC(=O)c1ccc([N+](=O)[O-])cc1)C(=O)O)C(=O)O)c1ccc([N+](=O)[O-])cc1 (centres undefined)	16.3	-9.8	-9.8	-0.8	29.3	0.2
O=[N+]([O-])C(C(Cl)=C(Cl)Cl)=C(N1CCOCC1)N1CCOCC1	1.9	-9.6	-21.1	-25.2	-19.1	5.1
CC(O)C1CCCNC1 (centres undefined)	-4.9	-16.9	9.5	-5.3	-11.4	0.8
O=C(O)[C@H]1[C@@H](C2CCCCC2)O[C@@H](C2CCCCC2)O[C@H]1C(F)(F)F	83.8*	87.3*	91.8*	88.1*	85.5*	87.8*
CCn1ncc2ccc(N(CO)CO)cc21	4.1	-20.2	22.1	-2.4	-13.6	-22.6
Oc1c(Cl)cc(N=Cc2ccc(N(CCCCl)CCCCl)cc2)cc1Cl	80.0*	92.0*	14.7	92.6*	94.8*	-13.6
CC(=O)NC1CCC(/C=C(\C#N)C2CCC(C)CC2)CC1 (centres undefined)	-14.7	0.7	1.6	2.9	-12.9	-5.0
COC(=O)/C=C/C=C/c1ccco1	-1.0	-14.2	3.7	7.7	2.8	11.7
CCOC(=O)C(Cc1c[nH]c2ccccc12)NCCN (centres undefined)	-3.8	-9.9	4.8	-4.8	-1.4	-7.2
CC(C)(C)OC(=O)CC(NC(=O)OC(C)(C)C)C(=O)N[C@@H]1CCCC[C@H]1C(=O)OCc1ccccc1 (some centres undefined)	23.1	8.3	15.2	8.3	9.6	14.7
CC(NC(=O)C(C)NC(=O)C(N)CCP(C)(=O)O)C(=O)O (centres undefined)	-9.2	-8.2	-15.0	-20.6	-15.2	-12.2
O=C(NC(=S)N1CCOCC1)c1ccccc1	15.4	-9.4	-0.2	7.0	21.1	32.1
N#Cc1c(-c2cccc3ccccc23)c2c([nH]c1=S)CCCC2	37.8	17.1	14.2	18.0	45.0	36.8
c1ccc2c(c1)[nH]c1c2c(N2CCOCC2)nn2cnnc12	-1.9	-40.5	0.8	-9.6	1.6	-4.0
CCCC1(CCC)CNC(=O)NC1	-10.8	-11.1	-3.9	0.5	-5.1	1.5

Quoted at random: three compounds from above, in no set order.
SMILES	yeast mlh1 rad18	cln2 rad14	mec2-1	rad50	sgs1 mgt1	yeast bub3
CC1CC(=O)Nc2nc(N)ncc21 (centres undefined)	3.9	-3.8	21.8	19.4	15.7	7.8
NC(=O)C1CC2CC(Cl)C1C2 (centres undefined)	-22.1	-45.0	-0.1	-0.5	-18.1	9.7
O=C(Cl)CCc1ccnc2ccccc12	11.2	-8.4	3.2	0.5	4.2	2.4

The list continues.
SMILES	yeast mlh1 rad18	cln2 rad14	mec2-1	rad50	sgs1 mgt1	yeast bub3
COc1ccc2ncccc2c1[N+](=O)[O-]	-18.6	-14.5	-44.3	-5.5	-5.8	-23.4
c1ccc2c(c1)C1c3ccccc3C2C2OC12 (centres undefined)	34.4	-2.9	1.5	14.2	-4.0	-10.1
Cc1nc(Nc2ccccc2)sc1C(=O)NNC(N)=O	24.3	4.2	1.9	22.3	22.4	30.6
CC1CC(NN(C)C)C2(C(N)=O)C(N)=NC(=O)C12C#N (centres undefined)	-46.1	3.8	9.2	5.5	-23.9	-24.7
CC(=O)c1cccc(NC(=O)OCC2CC3C=CC2C3)c1 (centres undefined)	52.3	4.0	27.1	25.4	45.9	52.8
O=Cc1cccc(C=O)n1	67.9	21.6	15.3	54.1	52.5	28.9
O=c1cccccc1[O-].O=c1cccccc1[O-].O=c1cccccc1[O-].[La+3]	88.6*	89.8*	91.8*	90.8*	87.5*	90.7*
Cc1c(NC(=O)CSC(=S)N2CCN(Cc3ccccc3)CC2)c(=O)n(-c2ccccc2)n1C	-52.5	5.4	-8.1	-8.1	-22.9	-36.4
O=S(=O)(O)c1ccncc1	16.4	-4.0	27.3	17.6	-11.9	8.2
CCC(C)CN1C(=O)NC(Cc2ccccc2)C1=O (centres undefined)	-6.1	5.2	5.8	-25.6	-8.2	1.8
O=C(O)CCNc1ccc(Cl)cc1[N+](=O)[O-]	25.8	16.1	26.8	25.8	30.4	34.9
O=C(N/N=C/c1ccc2ccccc2n1)c1ccncc1	-9.6	-47.1	-4.0	-0.5	2.5	-14.4
CC(C)=CCCC(C)C=O (centres undefined)	1.3	4.0	-41.2	-11.6	-19.4	-20.1
O=C(Cn1c2c(c3ccccc31)CCCC2)NC1CCCCC1	9.7	30.3	-28.4	2.6	21.9	1.2
COc1cccc(/C=C2\S/C(=N/Nc3nc(C)c(C)s3)NC2=O)c1O	2.2	18.0	16.3	7.7	20.8	-8.7

One compound at a time (already shown). Values in the order: yeast mlh1 rad18	cln2 rad14	mec2-1	rad50	sgs1 mgt1	yeast bub3
Profile of `Cc1nc(Nc2ccccc2)sc1C(=O)NNC(N)=O` : 24.3	4.2	1.9	22.3	22.4	30.6
Profile of `O=C(Cn1c2c(c3ccccc31)CCCC2)NC1CCCCC1` : 9.7	30.3	-28.4	2.6	21.9	1.2
Profile of `CC(C)=CCCC(C)C=O` (centres undefined) : 1.3	4.0	-41.2	-11.6	-19.4	-20.1
Profile of `c1ccc2c(c1)C1c3ccccc3C2C2OC12` (centres undefined) : 34.4	-2.9	1.5	14.2	-4.0	-10.1

(continued)
SMILES	yeast mlh1 rad18	cln2 rad14	mec2-1	rad50	sgs1 mgt1	yeast bub3
S=C(Nc1ccccc1)c1ccccc1	16.1	-29.3	-16.5	-23.2	-5.2	-5.1
COC(=O)Nc1nc2ccc(C(=O)c3ccc[nH]3)cc2[nH]1	26.1&-4.8	25.6&11.1	-3.5&-4.1	34.3&-2.0	16.9&-21.5	-9.3&3.5
CCc1ccccc1NC(=O)C(=O)CC(=O)C1=C(C)Nc2ccccc2S1	10.4	4.8	9.8	-4.7	-4.5	-7.0
Cc1ccc(N2C(=O)c3ccccc3NC2(C)CCl)cc1 (centres undefined)	1.3	-3.7	-9.2	4.5	10.9	33.1
COc1ccc(-c2c3ccccc3c(-c3ccc(OC)cc3)c3ccccc23)cc1	-57.6	-4.3	-43.0	-31.1	-57.5	-23.7
Cc1cccnc1/N=C(\N)Nc1ncccc1C	14.0	13.9	16.3	42.6	5.0	5.2
O=C1OC(C2Cc3cc4c(cc3C2=O)CCC4)c2ccccc21 (centres undefined)	-13.4	-2.5	-25.4	-33.1	-7.8	-18.9
C[n+]1cccc(CO)c1	10.5	-47.3	20.5	-16.9	4.8	0.1
CCOC(=O)c1nc2sc3c(c2c(=O)[nH]1)CCCC3	20.1	11.1	-2.5	11.8	26.8	28.6
CC(=O)Nc1nc2nccn2c(=O)[nH]1	2.0	-28.3	-3.1	-5.7	-6.5	-2.4
NC(=O)NC(S(=O)(=O)O)S(=O)(=O)O	-7.2	1.5	-2.2	-4.5	-14.1	-6.8
COc1cc(C2c3cc4c(cc3[C@@H](OCCN)[C@H]3COC(=O)C23)OCO4)cc(OC)c1O (some centres undefined)	80.7*	49.6	77.2*	52.2	69.5	49.5
Cc1cc(=O)n(-c2ccc(S(=O)(=O)N=C(N)N)cc2)c(C)c1C(=O)O	-4.2	7.8	-1.4	4.1	4.8	4.0
Nc1cnc(N2CCN(c3ncc(N)cc3N)CC2)c(N)c1	-8.6	-24.7	11.2	-13.1	-2.0	-19.2
Cc1cc(N(CCC#N)CCC#N)ccc1N=Nc1ccc(Br)cc1	-4.2	-1.6	-33.2	-43.6	-21.8	-20.4
Cc1ccc(S(=O)(=O)O)cc1N	-13.1	-66.7	-11.5	0.2	-11.2	12.2
O=C(c1ccccc1)c1ccccc1Cc1cccc2ccccc12	-4.2	-13.6	5.2	-13.0	2.9	13.2
CCCNC(=S)NNC(N)=O	12.2	6.2	7.3	2.5	-9.1	-11.2
Cc1ccc(/C=C2\CCCC\C2=N\O)cc1	2.1	-10.2	-7.0	5.2	2.3	-22.6
CCCCCCCCCCCCCCCCCCCOc1ccc(OCCCCCCCCCCCCCC)cc1	-9.4	-36.5	-18.4	22.7	9.2	0.2
CC1(C)CCOC(C(C)(C)CO)O1 (centres undefined)	4.6	-17.7	-14.8	-19.0	-8.0	-12.6

Assay outcomes from PubChem BioAssay.
